TSHR antagonist: human thyrotropin receptor antagonism | P16473 | TSHR-expressing cells, TSH-stimulated cAMP HTRF, 2 h; stronger effect = lower value | activity change, negative = inhibition, % at 11.5 µM | 0.2% of 330,000 active | AID 504810;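 active = activity change below a set negative limit, meaning inhibition stronger than a set level, cut at about -70% in these data; inconclusive = activity change between two set negative limits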; note: % is set by controls: 0 for no effect and ±100 for the full control effect
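TSHR-expressing cells were treated with compounds, then stimulated with TSH at EC80 (4nM final) for 2 hours at 37 deg C. Cellular cAMP was measured by HTRF competition between lysate cAMP and cAMP-d2 for a cryptate-labelled anti-cAMP antibody.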
Chronic BCR inh: inhibitors of chronic active B-cell receptor signaling; ABC-DLBCL IkBa-CBG/CBR reporter, luminescence ratio, 4 h; Potency, µM (highest dose often 46.1 µM), for the others: top-dose ratio change, negative = lower green/red ratio, most hits filed as inhibitors; 0.05% of 340,000 active; active = well fitted inhibition curve with a large enough effect in the signal ratio, with a control signal flat, not every such curve was filed as active; inconclusive = small, poorly fitted or top-dose-only effect, or effect the other way, or a change in a side signal; the % refers to the signal ratio;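 note: potency is the fitted concentration of half-maximal effect; plate controls were basal doxycycline-induced cells for no effect and cells given 10 µM MG132 for full effect; MG132 reads +100%, hits lower the ratio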
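TMD8 ABC-DLBCL cells carrying doxycycline-inducible green luciferase fused to IkappaBalpha plus unfused red luciferase were exposed to compounds (up to 46 uM) for 4 hrs at 37C. Activity came from the overlap-corrected green/red luminescence ratio.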
Mito fusion act: blocks mitochondrial division or promotes mitochondrial fusion. 0.23% of 320,000 active. S. cerevisiae fusion-defective mutant growth rescue, CellTiterGlo 48 h. Potency, µM (titrated, usually from 46.1 µM), without a hit: at the highest dose growth rescue (activation), usual class: activators;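 note: potency is the fitted concentration of half-maximal effect; % of control where 0% means no effect; nearly all actives have a fitted effect of over 45% in size; temperature-sensitive fusion mutants such as fzo1-1 at 37 °C on non-fermentable ethanol glycerol medium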
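Growth-rescue viability read-out: after 48 h at the non-permissive 37C in glycerol/ethanol YPEG, yeast mitochondrial fusion mutants are measured by CellTiterGlo luminescence; compounds (23 nl pinned per well) restoring growth score as division inhibitors or fusion activators.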
PTAP TSG101 blk: blocks PTAP/TSG101 interaction to inhibit HIV-1 budding; Q99816; Fluorescence polarization, FITC-PTAP peptide / Tsg101 binding; Potency, µM (top dose mostly 115 µM), inactives show top-dose activity change, negative = inhibition, actives largely listed as inhibitors; 340,000 tested, under 10 active; AID 493005; active = well fitted inhibition curve with a large enough effect in the main read-out, with a control signal flat, not every such curve was filed as active; inconclusive = small, poorly fitted or top-dose-only effect, or effect the other way, or a change in a side signal; inactive = no such curve, though single readings can be large or run the other way; note: potency is the fitted concentration of half-maximal effect; % of control where 0% means no effect
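Steps: Tsg101 binding domain dispensed (10 uM final), compounds pinned in DMSO, FITC-labeled PTAP-motif peptide added (50 nM final); after 20 min binding at room temperature, polarization measured.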
Eya2 phos inh: inhibitors of human Eya2 phosphatase activity; O00167; recombinant Eya2, OMFP fluorescence dephosphorylation (OMFP is methylfluorescein phosphate); Potency, µM (top dose mostly 76.9 µM), inactives show top-dose activity, negative = inhibition, most hits filed as inhibitors; 0.006% of 330,000 active; note: potency is the fitted concentration of half-maximal effect; % is set by controls: 0 for no effect and ±100 for the full control effect
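Eya2 protein (added as 0.2 uM solution) was preincubated with compound for 10 min at ambient temperature in 50 mM HEPES pH 7.5, 50 mM NaCl, 5 uM MgCl2, 0.05% BSA, 1 mM DTT. OMFP (added at 50 uM) then reacted 10 min; fluorescence read at 485/525 nm.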
a7 integrin act: activates integrin-mediated alleviation for muscular dystrophy; alpha7betagal myoblasts, beta-gal FDG fluorescence, 48 h; Potency, µM (series often up to 38.3 µM), for inactives: top-dose activation, usual class: activators; 0.064% of 350,000 active;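 note: potency is the fitted concentration of half-maximal effect; 100% = response of the positive control SU9516; nearly all actives have a fitted effect of over 60% in size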
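alpha7betagal+/- myoblasts (passage 13, 250/well) treated 48 h at 37C with compounds at 1:260 dilution of DMSO stock. Lysed, then beta-galactosidase activity read as FDG fluorescence (ex 480/em 540) after 30 min, with pre-read for autofluorescence.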
ELG1 repair inh: inhibitors of ELG1-dependent DNA repair in HEK293T cells; HEK293T ELG1-luciferase reporter, luminescence, 16 h; DNA damage induced by 5-fluorouridine; Potency, µM (top dose mostly 46.1 µM), for inactives: top-dose activity change, negative = inhibition, most hits filed as inhibitors; AID 504467; 2.3% of 330,000 active; note: potency is the fitted concentration of half-maximal effect; % is set by controls: 0 for no effect and ±100 for the full control effect; nearly all actives have a fitted effect of over 55% in size
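Step one: seed 2,000 cells per well. Step two: pin-transfer compound or DMSO alongside 5-fluorouridine. Step three: incubate 16 hr, 37 °C, 5% CO2. Step four: add ONE-Glo, wait 30 min, read luminescence.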
A-T KAP1 phos: candidate therapy for ataxia-telangiectasia; […] A-T fibroblasts, KAP-1 phosphorylation AlphaLISA; neocarzinostatin DNA damage 30 min before lysis; Potency, µM (highest dose often 57.5 µM), for the others: top-dose activation, usual class: activators; 0.19% of 320,000 active; note: potency is the fitted concentration of half-maximal effect; % of control where 0% means no effect; nearly all actives have a fitted effect of over 45% in size
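hTERT-immortalized A-T patient fibroblasts ([…]), 500 cells/well in OPTI-MEM, 1% FBS, got compounds for 60 min, then NCS for 30 min at 37C. Lysates were then assayed for phospho-KAP-1 by AlphaLISA (anti-pKAP1 donor, anti-KAP1 acceptor beads), 6 hr at 25C.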
S-ASM inh: blocks human secretory acid sphingomyelinase; P17405; placental ASM, HMU-PC fluorogenic substrate, 60 min; Potency, µM (top dose mostly 57.5 µM), for inactives: top-dose activity change, negative = inhibition, actives largely listed as inhibitors; 0.006% of 340,000 active; note: potency is the fitted concentration of half-maximal effect
Target sequence (P17405 47-631 limits assumed): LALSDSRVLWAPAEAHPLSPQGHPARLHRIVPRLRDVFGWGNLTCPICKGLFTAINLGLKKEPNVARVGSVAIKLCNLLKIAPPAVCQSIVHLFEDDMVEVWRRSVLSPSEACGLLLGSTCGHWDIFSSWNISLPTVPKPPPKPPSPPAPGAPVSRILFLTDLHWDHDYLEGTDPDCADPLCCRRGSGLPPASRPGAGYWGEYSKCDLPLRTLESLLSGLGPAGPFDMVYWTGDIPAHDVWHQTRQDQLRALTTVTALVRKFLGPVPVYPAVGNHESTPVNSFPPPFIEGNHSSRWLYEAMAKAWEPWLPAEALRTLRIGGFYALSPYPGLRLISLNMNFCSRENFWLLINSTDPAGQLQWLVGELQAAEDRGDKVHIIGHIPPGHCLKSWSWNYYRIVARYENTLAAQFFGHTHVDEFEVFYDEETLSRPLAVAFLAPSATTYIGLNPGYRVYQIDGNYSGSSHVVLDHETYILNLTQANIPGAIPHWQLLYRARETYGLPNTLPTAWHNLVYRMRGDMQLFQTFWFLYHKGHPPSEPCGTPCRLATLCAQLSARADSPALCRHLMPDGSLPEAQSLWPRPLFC
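Fluorogenic HMU-PC substrate (9 uM final) is turned over by placental ASM in 60 min at 37 C after a 10 min compound preincubation. Reaction ended by alkaline stop (pH 10), with fluorescence read at 386/447 nm.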
Tb PFK inh: blocks T. brucei phosphofructokinase. O15648. T. brucei PFK, ADP-Glo luminescence. Potency, µM (doses to about 57.5 µM), without a hit: at the top dose activity, negative = inhibition, actives largely listed as inhibitors. 0.17% of 330,000 active;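 note: potency is the fitted concentration of half-maximal effect; 0% = uninhibited 1x PFK enzyme wells and -100% = no-enzyme wells; nearly all actives have a fitted effect of over 60% in size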
Target sequence (O15648 whole entry, looked up): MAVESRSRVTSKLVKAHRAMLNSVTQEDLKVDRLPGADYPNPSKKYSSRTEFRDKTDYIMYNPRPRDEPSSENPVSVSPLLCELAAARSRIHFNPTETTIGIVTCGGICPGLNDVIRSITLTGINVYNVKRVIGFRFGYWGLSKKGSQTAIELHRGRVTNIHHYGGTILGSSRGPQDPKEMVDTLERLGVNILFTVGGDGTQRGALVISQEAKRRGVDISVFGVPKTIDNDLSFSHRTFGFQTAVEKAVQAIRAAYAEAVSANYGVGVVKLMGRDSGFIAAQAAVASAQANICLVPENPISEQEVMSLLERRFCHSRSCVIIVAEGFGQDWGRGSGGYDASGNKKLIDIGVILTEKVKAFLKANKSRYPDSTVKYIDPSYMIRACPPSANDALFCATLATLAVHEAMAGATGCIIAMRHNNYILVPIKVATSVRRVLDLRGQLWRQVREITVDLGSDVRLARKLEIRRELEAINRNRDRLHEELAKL
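1.25 nM PFK with 0.5 mM F6P and 0.1 mM ATP in 0.1 M TEA pH 8.0, 5 mM MgCl2, incubated 45 min at room temperature; ADP measured by ADP-Glo luminescence; compounds titrated up to 57 uM.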
TCR activator: activators of T cell receptors; primary human leukocytes, anti-CD3, IL-2 HTRF, 48 h; Potency, µM (titrated, usually from 9.22 µM), for inactives: at the top dose activation of IL-2 secretion, actives largely listed as activators; 330,000 tested, under 10 active; AID 504894; note: % of control where 0% means no effect
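Primary human leukocytes incubated 48 hr with anti-CD3 beads plus compound, without co-stimulation. Secreted IL-2 measured by HTRF (europium cryptate/d2 anti-IL-2 pair, 320 nm excitation, 665 nm emission).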
The depositor's hits bear a star; i = inactive; ? = inconclusive; nt = no result given; [ ] = dose if it differs, or a comment. Unless noted, calls come from the whole dose curve; as a rule, active = well fitted curve in the direction sought with a large enough effect; inconclusive = small, poorly fitted or top-dose-only effect, or another doubt; inactive = no such curve, though single readings can be large; an effect the other way counts as inactive or inconclusive.

SMILES	TSHR antagonist	Chronic BCR inh	Mito fusion act	PTAP TSG101 blk	Eya2 phos inh	a7 integrin act	ELG1 repair inh	A-T KAP1 phos	S-ASM inh	Tb PFK inh	TCR activator
CCc1ccc(/C=c2\s/c(=C\C(=O)C(C)(C)C)[nH]c2=O)cc1	-5.8	?	1.3%	-0.8%	-24.1%	0.0%	?	?	?	-4.7%	-5.0%
O=C(NCc1ccccc1)C(c1ccccc1)N(C(=O)c1csnn1)c1ccc(F)cc1 (stereo not given)	43.3	1.2%	6.9%	-9.9%	-2.6%	-19.7%	-13.2%	-3.5%	-3.0%	0.6%	0.1%
CN1CCN(NC(=O)CN2C(=O)/C(=C/c3c(Cl)cccc3Cl)SC2=S)CC1	-4.9	-1.5%	-0.2%	0.6%	8.8%	-19.8%	9.0%	8.4%	-1.1%	11.1%	-7.7%
O=C(CSc1nnc(CNC(=O)c2c(F)cccc2Cl)o1)NCc1ccc2c(c1)OCO2	nt	nt	3.0%	-2.4%	nt	-3.8%	nt	nt	3.6%	nt	1.6%
C=CC[C@@H](CC(=O)N[C@@H](CO)Cc1ccccc1)C(=O)N[C@@H](COC(=O)[C@@H](CC=C)Cc1ccc(F)cc1)Cc1c[nH]c2ccccc12	-33.4	-2.3%	nt	1.5%	-18.7%	-11.5%	0.8%	-0.4%	-4.1%	2.0%	-0.7%
Cn1c(N2CCN(C(=O)NC34CC5CC(CC(C5)C3)C4)CC2)nc2ccccc21	-13.3	-5.4%	-9.0%	-4.0%	3.6%	15.4%	9.8%	nt	0.3%	1.5%	1.1%[46.1 µM]
Cc1c(C(=O)NCCN2C(=O)S/C(=C\c3cccnc3)C2=O)cccc1[N+](=O)[O-]	-3.5	?	-2.7%	-6.3%	5.2%	-46.5%[inhibitor]	-21.5%	4.3%	-2.2%	2.5%	-3.8%
O=C1CC(NCc2ccc3c(c2)OCO3)C(=O)N1CCc1ccccc1 (stereo not given)	26.7	?	-0.9%	2.0%	-2.3%	-18.0%	13.3%	-10.1%	-0.8%	-4.5%	3.0%
Cc1cccn2cc(-c3ccc(Cl)cc3)nc12	10.9	-9.3%	-2.3%	0.2%	-3.7%	22.5%	?	0.8%	-3.7%	-0.6%	-5.9%
C/C(=N\NC(=O)CNC(=O)C1COc2ccccc2O1)c1ccco1 (stereo not given)	-4.1	5.0%	5.5%	-8.8%	9.5%	0.0%	-9.4%	-13.6%	-0.3%	4.3%	-15.3%
CCCN1CCC(N2CCN(c3ccc([N+](=O)[O-])cc3)CC2)CC1	-2.0	1.8%	-3.0%	-7.0%	5.7%	-55.9%[inhibitor]	-11.3%	-1.1%	-4.1%	0.1%	5.9%
Cc1cc(/C=N/NC(=O)Cn2c3ccccc3c(=O)c3ccccc32)c(C)n1-c1ccccc1	0.1	3.4%	0.4%	-2.3%	-5.3%	-6.6%	-0.9%	3.6%	i	4.7%	-3.4%
Cc1csc(=S)n1-c1ccccc1	-3.4	-10.2%	2.3%	0.5%	-6.2%	4.6%	-8.2%	2.8%	0.4%	0.8%	4.2%
COc1cccc2c(=O)n(CC(=O)N3CCN(c4ccccc4)CC3)ccc12	-4.9	?	-1.4%	-2.3%	-6.6%	-5.6%	-8.7%	-4.1%	7.3%	-0.2%	2.8%[46.1 µM]
c1ccc(Nc2nc3ccccc3o2)cc1	-10.2	?	4.5%	nt	3.5%	10.2%	?	1.6%	-2.6%	2.1%	nt
Cc1cccc[n+]1CC(=O)Nc1cccc([N+](=O)[O-])c1	20.8	14.0%	-5.7%	-7.4%	3.3%	26.0%	8.3%	-1.5%	-4.8%	-5.6%	5.3%
COc1cc2[nH]c(C(=O)Nc3ccc4c(c3)OCCO4)cc2c(OC)c1OC	-9.6	?	4.8%	-3.4%	1.0%	7.9%	-3.5%	0.0%	-1.1%	-0.2%	1.2%
COC(=O)c1ccc(COC(=O)c2c(C)nn(Cc3ccccc3Cl)c2Cl)o1	-21.4	?	3.1%	0.9%	-17.6%	-21.7%	?	10.3%	0.5%	0.2%	3.4%
CCOC(=O)C1CCCN(C(=S)Nc2ccc(S(=O)(=O)N3CCOCC3)cc2)C1 (stereo not given)	0.6	-7.7%	nt	1.7%	-3.5%	-33.3%	?	2.1%	1.5%	-2.3%	3.9%[46.1 µM]
CN(C)S(=O)(=O)N1CCc2ccc(NC(=O)C3CCCO3)cc2C1 (stereo not given)	-6.3	1.1%	3.5%	5.5%	0.5%	-19.0%	11.6%	9.1%	10.4%	-3.8%	-1.3%
CCCSc1nnc(NC(=O)Nc2ccccc2)s1	-14.5	?	-0.3%	-1.9%	-6.2%	30.1%	?	2.2%	-0.2%	-2.1%	0.5%[46.1 µM]
CCC(=O)Nc1cccc(NC(=S)NC(=O)c2ccc(Cl)cc2)c1	-15.1	?	-0.4%	0.1%	-1.4%	-37.6%	?	-1.2%	-0.9%	-1.6%	-7.7%[46.1 µM]
Cc1ccc2[nH]c3c(=O)n(CC(=O)NCCc4ccc(Cl)cc4)ncc3c2c1	-7.4	4.7%	-0.9%	1.1%	-4.4%	15.7%	-2.5%	0.9%	2.6%	2.3%	2.6%
CC(=O)C1=C(C)NC(=O)NC1c1cccc(O)c1 (stereo not given)	7.5	-5.2%	-3.1%	-2.0%	-20.3%	2.1%	8.6%	-5.1%	1.7%	16.0%	-9.9%
Cc1ccc(COc2ccsc2C(=O)O)cc1	2.0	-1.5%	-32.0%[inhibitor]	0.0%	-21.5%	0.0%	20.0%	-2.5%	6.3%	4.7%	-5.8%
COc1ccc(N2CCN(S(=O)(=O)c3cccs3)CC2)cc1	3.2	-7.8%	1.0%	-3.8%	-22.7%	-12.2%	-4.2%	-3.7%	-1.4%	5.7%	1.6%
COc1ccc(CCNC(=O)CCNS(=O)(=O)c2cccc3nsnc23)cc1OC	-3.7	0.0%	-0.8%	-3.6%	4.8%	9.9%	6.5%	-1.1%	-3.3%	4.1%	2.1%
CN(CC(=O)Nc1cccc(F)c1)C(=O)c1cc(S(=O)(=O)N(C)C)ccc1N1CCCC1	-0.1	-5.2%	-1.5%	-7.1%	-5.8%	-9.2%	-8.9%	10.0%	-1.4%	-0.8%	4.3%
Cc1c(OC(C)C(=O)NCCN2CCOCC2)ccc2c3c(c(=O)oc12)CCCC3 (stereo not given)	-7.2	?	0.5%	-0.6%	0.3%	-38.0%	-7.2%	5.8%	13.3%	-8.4%	0.1%
O=C(Nc1ccc2oc(=O)ccc2c1)c1ccc(-c2cccc([N+](=O)[O-])c2)o1	13.1	-0.6%	-1.8%	-0.4%	3.4%	-71.4%[inhibitor]	?	-4.5%	-2.0%	-6.3%	-0.5%
Cc1ccc2oc(=O)c3cnn(CC(=O)NC4CCN(Cc5ccccc5)CC4)c3c2c1	-2.1	6.5%	-0.6%	0.5%	-9.0%	12.9%	?	8.1%	-1.2%	0.9%	6.1%
CCOC(=O)C1C(c2ccc(O)c(O)c2)NC(=S)NC1(O)C(F)(F)F (stereo not given)	-0.6	?	0.9%	-0.2%	0.6%	17.9%	9.1%	-3.2%	5.9%	0.0%	-3.7%[46.1 µM]
COc1ccc(NC2CCCN(C(=O)CCc3cccc(F)c3)C2)cc1 (stereo not given)	?	4.5%	2.4%	0.2%	-3.9%	7.2%	-0.7%	1.4%	-2.1%	3.1%	-2.1%
Cc1cccc(N2C(=O)C3C4C=CC(C5CC45)C3C2=O)n1 (stereo not given)	1.9	7.3%	0.8%	1.0%	?	5.5%	-2.4%	0.3%	1.2%	1.5%	1.1%
